RPL19A-GFP yeast: RPL19A-GFP expression modulators in yeast, primary screen, cell-based, S. cerevisiae, multiplex flow cytometry, MLPCN; AID 2025, 2009; actives 0.3% (n = 330,000); S. cerevisiae RPL19A-GFP strain, 3 h; active compounds read low; percent response vs DMSO, % at 10 µM;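 active = percent response vs DMSO below 50%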;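 also: median channel GFP fluorescence of the barcoded RPL19A-GFP strain; ratio of sample median GFP to plate DMSO average so 100% = DMSO; lower means less RPL19A-GFP as with rapamycin TOR inhibition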
GRK2 aptamer HTS: compounds blocking aptamer binding on GRK2 – biochemical, human GRK2, bead flow cytometry, HTS, primary screen. Beta-adrenergic receptor kinase 1 (Homo sapiens), P25098. inhibition of aptamer binding, % at 10 µM. FAM-aptamer displacement from GRK2. actives 0.59% (n = 330,000);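 active = inhibition of aptamer binding above 40%, roughly 3 SD of noise, on plates passing a quality check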;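 also: median bead fluorescence of bound FAM aptamer so fluorescent compounds give negative values; no value below 0 was filed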
Target sequence (P25098 whole entry, looked up): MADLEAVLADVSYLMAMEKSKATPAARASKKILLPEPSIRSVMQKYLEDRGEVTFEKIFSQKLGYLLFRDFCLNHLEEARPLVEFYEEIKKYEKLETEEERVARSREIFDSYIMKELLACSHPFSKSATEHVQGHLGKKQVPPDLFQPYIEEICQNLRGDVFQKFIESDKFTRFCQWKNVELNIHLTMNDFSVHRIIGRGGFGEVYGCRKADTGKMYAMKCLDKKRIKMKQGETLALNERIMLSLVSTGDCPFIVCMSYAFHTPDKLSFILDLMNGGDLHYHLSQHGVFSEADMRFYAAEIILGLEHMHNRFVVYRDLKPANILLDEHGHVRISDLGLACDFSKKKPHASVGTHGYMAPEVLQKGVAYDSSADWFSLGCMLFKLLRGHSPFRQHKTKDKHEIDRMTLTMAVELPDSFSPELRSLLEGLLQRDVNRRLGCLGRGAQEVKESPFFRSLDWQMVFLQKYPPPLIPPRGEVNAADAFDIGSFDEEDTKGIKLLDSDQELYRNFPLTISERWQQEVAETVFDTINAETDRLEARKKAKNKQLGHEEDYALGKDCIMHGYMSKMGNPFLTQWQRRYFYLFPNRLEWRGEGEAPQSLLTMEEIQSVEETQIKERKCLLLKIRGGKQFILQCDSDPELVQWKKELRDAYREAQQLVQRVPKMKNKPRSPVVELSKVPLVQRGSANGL
JMJD2C inh: inhibitors of GASC-1 histone demethylase, primary screen, biochemical, fluorescence, DELFIA europium; GST-JMJD2C(1-420) H3K9me3 demethylation; inhibition, % at 2.35 µM; actives 0.069% (n = 330,000);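 active = more than half of a compound's replicate wells show inhibition beyond 50%, single wells judged on their own value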;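 also: signal counts dimethyl H3K9 product captured on neutravidin plate; 0% = median of DMSO wells and 100% = 0.3 times that DMSO median; strong numbers were not always called active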
Target sequence (Q9H3R0 1-420 limits assumed): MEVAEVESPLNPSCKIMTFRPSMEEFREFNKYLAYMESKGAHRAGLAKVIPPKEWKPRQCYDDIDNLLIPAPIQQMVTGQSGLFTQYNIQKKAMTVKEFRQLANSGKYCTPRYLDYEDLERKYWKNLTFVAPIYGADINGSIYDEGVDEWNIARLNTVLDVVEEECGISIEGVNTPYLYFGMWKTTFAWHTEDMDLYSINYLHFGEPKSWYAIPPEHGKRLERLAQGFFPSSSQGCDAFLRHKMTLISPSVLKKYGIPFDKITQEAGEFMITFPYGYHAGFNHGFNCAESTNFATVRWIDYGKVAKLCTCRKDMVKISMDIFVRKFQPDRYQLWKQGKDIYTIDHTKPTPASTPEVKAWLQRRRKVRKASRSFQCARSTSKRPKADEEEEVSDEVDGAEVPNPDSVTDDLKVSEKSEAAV
LAP4-GFP MLPCN: modulators of LAP4-GFP expression in yeast, primary screen, S. cerevisiae, multiplex flow cytometry, MLPCN library; AID 2023, 2009; GFP response vs DMSO, % at 10 µM; 3 h; median GFP as percent of DMSO wells; actives 0.34% (n = 320,000);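 active = GFP response vs DMSO above a set limit, about the screen mean plus 3 SD, cut at about 150% in these data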
MEP2-GFP yeast: modulators of MEP2-GFP levels in yeast, primary screen, S. cerevisiae, multiplex flow cytometry, MLPCN library | S. cerevisiae MEP2-GFP strain, 3 h; 100% = DMSO control level | GFP response vs DMSO, % at 10 µM | actives 0.51% (n = 330,000) | AID 2016, 2009;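 active = GFP response versus DMSO above a set limit, roughly screen mean plus 3 SD, cut at about 180% in these data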;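 also: median GFP fluorescence of the barcode-gated MEP2-GFP cells per well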
VLA-4 inh: inhibition in human VLA-4 binding assay, primary screen, VLA-4 allosteric modulator project, MLPCN library, flow cytometry, VLA-4 expressing cells; Integrin alpha-4 (Homo sapiens), P13612; ligand binding flow cytometry; inhibition, % (about 7 µM as worked out from the volumes in the protocol); actives 0.2% (n = 330,000); in the data active = inhibition above about 50%
CIT2 TOR yeast: modulators of CIT2-GFP expression in yeast, primary screen, S. cerevisiae, GFP fusion, multiplex flow cytometry, MLPCN library; S. cerevisiae CIT2-GFP strain, 3 h; 100 means same as DMSO wells; actives 0.065% (n = 320,000); GFP response vs DMSO, % at 10 µM;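 active = GFP response relative to DMSO above a set limit, near the screen mean plus 3 SD, cut at about 150% in these data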;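 also: ratio of well median GFP fluorescence to mean of DMSO wells on the plate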
AGP1-GFP MLPCN: modulators of AGP1-GFP expression in yeast TOR pathway, primary screen, cell-based, multiplex flow cytometry, S. cerevisiae, MLPCN library; 3 h; GFP as percent of DMSO wells; GFP response vs DMSO, % at 10 µM; actives 0.02% (n = 320,000); AID 2066, 2009;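 active = GFP response relative to DMSO above a set limit, near screen average plus 3 SD, cut at about 150% in these data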;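 also: median GFP channel fluorescence of the gated AGP1 strain per well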
Numbers without * were called inactive; / = no result given; & = joins results of further samples; [ ] = another dose, or the depositor's remark.

molecule	RPL19A-GFP yeast	GRK2 aptamer HTS	JMJD2C inh	LAP4-GFP MLPCN	MEP2-GFP yeast	VLA-4 inh	CIT2 TOR yeast	AGP1-GFP MLPCN
CCCCC(=O)Nc1nn(CC(C)C)c2nc3ccccc3cc12	102	0	1	111	100	3	99	102
Cc1cccc(OCC(=O)Nc2ccc(N3CCN(S(C)(=O)=O)CC3)cc2)c1	100	1	-19	104	104	5	98	104
O=C1CCCCCN1C(=O)c1cccc(C(=O)N2CCCCCC2=O)c1	103	2	15	115	108	17	111	103
Cc1ccc(C)c(OCCCC(C)(C)C(=O)O)c1	94	2	-6	116	88	11	73	80
O=C(COC(=O)C12CC3CC(CC(O)(C3)C1)C2)NC12CC3CC(CC(C3)C1)C2	93	0	3	96	93	16	88	98
O=C(COC(=O)C(Cc1ccccc1)NC(=O)c1cccs1)NCc1ccccc1 (stereo not drawn)	96	3	-8	100	102	-11	103	102
COc1cccc(CNS(=O)(=O)c2ccc3c(c2)N(C(C)=O)CCO3)c1	89	12	-7	143	86	3	101	105
O=C(CNCc1ccc(Cl)cc1)Nc1ccc(C(=O)N2CCCCC2)cc1	102	0	0	86	106	-5	101	99
Cc1ccc(S(=O)(=O)N(CC(=O)Nc2ccc(Cl)c([N+](=O)[O-])c2)C2CCCCC2)cc1	92	2	-2	101	100	-8	87	93
COc1ccc(-c2coc3cc(O[C@@H]4O[C@H](CO)[C@@H](O)[C@H](O)[C@H]4O)ccc3c2=O)cc1	95	0	-5	112	104	-5	97	100
CCN(C(=O)c1ccc2c(=O)n3c(nc2c1)CCCCC3)c1cc(OC)ccc1OC	89	4	-1	92	94	-6	91	88
O=C(N/N=C\c1cccc([N+](=O)[O-])c1O)C1COc2ccccc2O1 (stereo not drawn)	86	0	1	124	98	19	80	82
CCN(CC)CCCN1C(=O)C(O)=C(C(=O)c2ccco2)C1c1ccc(C)o1 (stereo not drawn)	98	1	6	100	98	3	91	92
CC(=O)Nc1ccc(S(=O)(=O)NC(C(=O)O)C(C)O)cc1 (stereo not drawn)	96	0	16	91	100	0	89	100
CCOC(=O)C1=C(C)N(C)C(=O)NC1c1ccc(C)s1 (stereo not drawn)	90	4	5	100	101	3	91	94
CCOC(=O)C(C(=O)OCC)C(C)(C)/C(C)=N\Nc1ccc([N+](=O)[O-])cc1[N+](=O)[O-]	99	2	-26	95	100	10	103	106
O=C(O)CCN1C(=O)C2C3CC(C2C1=O)C1C(c2ccccc2)c2sc(=O)n(-c4ccccc4)c2SC31 (stereo not drawn)	99	2	6	108	96	4	92	102
Cc1cc(C(=O)Nc2ccc(C(=O)O)cc2)c(C)o1	98	2	5	96	94	0	98	103
CCOC(=O)c1c(NC(=O)COC(=O)Cn2c(C(F)(F)F)nc3ccccc32)sc(C)c1C	107	0	2	110	107	-6	120	110
O=C(c1ccc(Br)o1)N1CCC(c2nc3ccccc3[nH]2)CC1	100	1	10	105	96	-6	99	112

Structural class, those above containing four or more nitrogen atoms
molecule	RPL19A-GFP yeast	GRK2 aptamer HTS	JMJD2C inh	LAP4-GFP MLPCN	MEP2-GFP yeast	VLA-4 inh	CIT2 TOR yeast	AGP1-GFP MLPCN
CCCCC(=O)Nc1nn(CC(C)C)c2nc3ccccc3cc12	102	0	1	111	100	3	99	102
CCOC(=O)C(C(=O)OCC)C(C)(C)/C(C)=N\Nc1ccc([N+](=O)[O-])cc1[N+](=O)[O-]	99	2	-26	95	100	10	103	106

Following part.
molecule	RPL19A-GFP yeast	GRK2 aptamer HTS	JMJD2C inh	LAP4-GFP MLPCN	MEP2-GFP yeast	VLA-4 inh	CIT2 TOR yeast	AGP1-GFP MLPCN
Cc1cc(NC(=O)c2cccnc2)ccc1Br	100	1	1	104	117	-9	98	96
COc1ccc(N(CC(=O)NCCOc2ccccc2)S(=O)(=O)c2ccc(C)cc2)cc1	100	0	-40	97	99	7	97	98
COc1ccc(CCNC(=O)CCS(=O)(=O)c2cccc3nsnc23)cc1OC	90	5	12	131	128	-8	113	/
CCOC(=O)c1cccc(C2=CC(=O)C[C@H](c3ccc(OC)cc3)C2)c1	96	0	7	102	97	-6	107	97
CSc1nnc2c(n1)OC(c1ccc(C(=O)O)cc1)N(C(C)=O)c1ccccc1-2 (stereo not drawn)	95	0	3	96	104	-25	104	102
Cc1nc2ccc(S(=O)(=O)NCC(=O)N3CCN(c4ccccc4)CC3)cc2s1	83	0	1	78	87	9	88	79
OC(CNCc1ccccn1)c1ccccc1 (stereo not drawn)	108	0	8	92	104	7	108	104
Fc1ccc(-n2c(-c3ccc4ccccc4n3)n[nH]c2=S)cc1Cl	101	5	-2	108	104	-2	96	105
Cc1onc(-c2ccccc2)c1C(=O)N/N=C/c1ccc([N+](=O)[O-])c(O)c1	102[may fluoresce green]	2	-1	93[may fluoresce green]	104[may fluoresce green]	-4	107[may fluoresce green]	103[may fluoresce green]
O=C(/C=C/c1ccccc1)Nc1cc(C(=O)O)cc(C(=O)O)c1	106	0	-17	95	105	5	104	100
CCCc1cc(C(=O)NNC(=S)NC(C)c2ccccc2)cs1 (stereo not drawn)	98	1	0	102	106	-7	102	101
CC1=NN(Cc2c(C)nn(Cc3ccccc3)c2C)C(C)(C)C1	99	4	12	105	94	12	98	101
CCCCNC(=O)CCn1nc(-c2ccc(C)cc2)c2ccccc2c1=O	103	0	3	97	102	4	104	100
Cn1c(N)c(C(=O)COC(=O)c2cc3ccccc3cc2O)c(=O)n(C)c1=O	102	1	5	98	100	3	102	99
O=C(Nc1ccc(Cl)cc1)Nc1nnc(Cc2ccc([N+](=O)[O-])cc2)s1	104	1	0	91	102	-3	100	99
Cc1ccc(N(CC(=O)NC(C)(C)C)C(=O)CS(=O)CC(=O)Nc2ccc(F)cc2)cc1 (stereo not drawn)	102	0	-5	101	95	5	109	106
O=C(CCNS(=O)(=O)c1cccc2nonc12)NC1CCCc2ccccc21 (stereo not drawn)	102	0	6	106	107	-3	106	109
CCCOc1cccc(C(=O)Nc2cccc(NC(=O)c3ccco3)c2)c1	100	4	-5	107	99	-1	99	93
O=C(CSc1nnc(CNc2ccc(F)cc2)n1Cc1ccccc1)NCc1ccco1	91	0	-14&0	/	104	-5	93	98
O=C(CN1CCN(c2ccccc2)CC1)Nc1nccs1	99	1	-7	102	102	1	106	106

(further entries)
molecule	RPL19A-GFP yeast	GRK2 aptamer HTS	JMJD2C inh	LAP4-GFP MLPCN	MEP2-GFP yeast	VLA-4 inh	CIT2 TOR yeast	AGP1-GFP MLPCN
COc1ccc(-c2cc(C(F)(F)F)n3ncc(C(=O)N4CCc5ccccc5C4)c3n2)cc1	98	2	-3	95	108	-8	99	97
CC(=O)N1N=C(c2ccco2)CC1c1cccs1 (stereo not drawn)	104	0	-1	99	101	9	100	103
COc1cc(/C=C2/C(=O)c3cccc([N+](=O)[O-])c3C2=O)c(Br)cc1O	96	5	3	109	82	15	93	86
Cc1ccc(C(=O)NCC(=O)OCC(=O)Nc2ccc3[nH]c(=O)[nH]c3c2)cc1	104	0	-4	109	103	1	102	116
CN(CC1CCCO1)S(=O)(=O)c1ccc(C(=O)Nc2ccc3c(c2)OCO3)cc1 (stereo not drawn)	104	2	11	90	102	3	105	99
COc1cc(C2NC(=O)NC(C)=C2C(=O)OCC2CCCO2)cc(OC)c1OC (stereo not drawn)	102	7	-1	95	108	3	96	97
COc1ccc(CC(C#N)(CO)c2nc3ccccc3[nH]2)cc1 (stereo not drawn)	99	0	-2	96	121	10	98	92
CN(C)CCCN(C(=O)c1ccco1)c1nc2c(F)cc(F)cc2s1	102	3	1	95	102	14	110	97
CCOc1ccccc1-n1c(C)nc2cc(C(=O)O)ccc21	96	0	3	103	101	12	101	100
COc1ccc(C(=O)Nc2cccc(-c3ccc(N4CCOCC4)nn3)c2)cc1OC	99	5	-24	111	96	10	105	114
COc1ccc(C(=S)N2CCN(c3cccc(Cl)c3)CC2)cc1	99	1	/	109	97	-4	88	101
O=S(=O)(NCC(c1cccnc1)N1CCN(c2ccccc2)CC1)c1cc(F)ccc1F (stereo not drawn)	98	0	-1&10	93	98	8	106	94
Cc1cccc(NC(=O)CSc2nnc(-c3ccco3)n2CC2CCCO2)n1 (stereo not drawn)	106	0	-3	101	100	-30	99	108
O=C(OC1CCN(c2ncc(C(F)(F)F)cc2Cl)CC1)c1cccc(C(F)(F)F)c1	100	0	2	94	97	-2	106	106
CS(=O)(=O)c1cccc(C(=O)NC(c2ccccc2)c2ccccc2)c1	100	2	-9	97	100	9	101	98
CCOC(=O)C1CCN(S(=O)(=O)c2ccc3c(c2)CCN3C(C)=O)CC1	100	1	19	102	102	10	104	108
CCCOc1ccc(N)cc1N	105	10	2	114	117	-80	117	103
CCOC(=O)C1(CC2CCCCO2)CCN(C(=O)Nc2ccccc2SC)CC1 (stereo not drawn)	98	0	-5	102	98	0	104	105
C=CCn1c(C)cc(C(=O)CSc2nc3ccccc3[nH]2)c1C	98	1	9	113	104	1	105	99
Cc1cc(C)c(C#N)c(SCc2[nH]nc3c2C(c2ccccc2)C(C#N)=C(N)O3)n1 (stereo not drawn)	/	1	-8	98	105	1	102	102

Additional structures follow.
molecule	RPL19A-GFP yeast	GRK2 aptamer HTS	JMJD2C inh	LAP4-GFP MLPCN	MEP2-GFP yeast	VLA-4 inh	CIT2 TOR yeast	AGP1-GFP MLPCN
CCc1c(O)nc(SCC(=O)Nc2ccccc2)n(-c2ccccc2)c1=O	102	0	-6	103	108	1	103	104
CN1/C(=C/C(=S)NC(=O)C2CCC2)C(C)(C)c2ccccc21	97	11	-5	111	105	-76	94	105
O=c1cc(NCc2ccccc2)[nH]c(=O)[nH]1	100	0	3	98	104	6	94	95
Cc1ccc(OCC(=O)N/N=C\c2c(C)n(C)c3ccccc23)c([N+](=O)[O-])c1	95	1	0	99	100	-4	94	100
O=C(N/N=C/c1cccnc1)NC12CC3CC(CC(C3)C1)C2	96	0	11	100	91	19	106	106
O=C1COc2ccc(C(=O)/C=C/c3ccccc3)cc2N1	103	0	-6	103	105	14	95	99
Cn1c(SCC(=O)NCC2CCCO2)nnc1-c1ccc(S(=O)(=O)N2CCCC2)cc1 (stereo not drawn)	98	0	10	94	98	6	98	101
Cc1cc(NS(=O)(=O)c2ccc(NC(=O)c3cc4ccccc4o3)cc2)nc(C)n1	93	0	-12	90	94	12	93	97
O=C(Cc1ccccc1F)Nc1nc(-c2cccs2)cs1	96	1	-3	103	89	9	80	85
CC1=C(C(N)=O)C(c2ccccc2F)n2nc(CCCO)nc2N1 (stereo not drawn)	96	0	-9	94	96	3	97	97
O=C1NC(=Nc2ccc3ccccc3c2)S/C1=C/c1ccco1	98	11	14	109	101	-40	113	96
CCCCC(=O)Nc1nnc(SCC(=O)NCC2CCCO2)s1 (stereo not drawn)	98	1	0	100	106	-14	97	98
C=CC[n+]1c(-c2ccc(OCC)cc2)csc1NNC(=O)Nc1ccccc1	96	2	-3	110	99	30	95	90
Nc1ncnc(NNC(=O)CNC(=O)c2c(F)cccc2Cl)c1[N+](=O)[O-]	99	0	18	102	101	1	103	103
CC(=O)c1ccc(OCCCC(=O)OCC(=O)Nc2ccc3[nH]c(=O)[nH]c3c2)cc1	94	0	10	98	96	11	92	98
COc1ccc(-c2nc(SC(C)C(=O)Nc3ccc(NC(C)=O)cc3)n[nH]2)cc1 (stereo not drawn)	98	4	4	103	101	5	99	108
CCn1c(SCC(=O)Nc2cccnc2Cl)nnc1-c1ccccc1	98	0	6	103	96	14	97	101
Cc1cc(C)c2c(c1)-c1cc(C)nn1C(c1ccc3c(c1)OCO3)N2 (stereo not drawn)	92	1	12	102	107	40	95	96

Screening data: PubChem, several laboratories
